# Bioassay records as filed in PubChem.
# PRMT1 FP inh – PRMT1 (human) inhibition, primary screen; Q99873; recombinant PRMT1, activity-based probe fluorescence polarization; inhibition, % at 2.79 µM; actives 1.3% (n = 370,000); AID 652257;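 active = inhibition above about 21% made by adding two undisclosed values, limit read from the data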
# Target sequence (Q99873 whole entry, looked up): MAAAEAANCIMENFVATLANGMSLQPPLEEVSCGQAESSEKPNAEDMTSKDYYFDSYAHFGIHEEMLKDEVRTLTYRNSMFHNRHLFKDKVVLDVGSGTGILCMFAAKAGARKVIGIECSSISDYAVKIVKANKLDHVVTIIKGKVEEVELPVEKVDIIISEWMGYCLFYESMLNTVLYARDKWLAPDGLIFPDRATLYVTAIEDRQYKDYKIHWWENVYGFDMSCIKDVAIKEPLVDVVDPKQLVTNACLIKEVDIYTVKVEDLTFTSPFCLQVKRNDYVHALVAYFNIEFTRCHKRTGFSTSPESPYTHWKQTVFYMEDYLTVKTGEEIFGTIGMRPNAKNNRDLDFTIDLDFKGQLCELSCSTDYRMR
# HTRA1 inh – HTRA1 (human) protease inhibition. Q92743. recombinant HTRA1, FP-rhodamine activity-based probe, fluorescence polarization. inhibition, % at 5.96 µM. actives 0.5% (n = 340,000). AID 504803; in the data active = inhibition above about 36%;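 also: 0% = enzyme with DMSO and 100% = wells lacking enzyme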
# SIAE primary – human SIAE inhibition, primary screen; Q9HAT2; SIAE FP-Rh probe binding, fluorescence polarization; inhibition, % at 9.66 µM; actives 0.69% (n = 370,000); AID 1053197;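 active = inhibition above a cutoff: mean of compounds within the control limits plus 3 SD of those, cut at about 17% in these data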;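 also: 0% = plate median of compound wells and 100% = probe without SIAE protein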
# LEDGF integ inh – blocks HIV-1 LEDGF/p75-dependent DNA integration; TR-FRET IN-LEDGF/p75 DNA integration, Eu/Cy5; inhibition, % at 3.7 µM; actives 0.64% (n = 370,000);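 active = inhibition above the screen-wide mean plus 3 SD, cut at about 13% in these data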;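 also: signal is the Cy5 over europium emission ratio at 671 and 618 nm; 0% = plate median of compound wells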
# TCR CD3 inh – human TCR-CD3 binding inhibition; inhibition, % at 9.4 µM; actives 0.37% (n = 360,000); TAMRA-labeled TCR probe fluorescence, biochemical; in the data active = inhibition above about 19%;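 also: recombinant mutant TCR 2C K166C tagged with TAMRA read by polarization; 0% = receptor in buffer alone and 100% = receptor with positive control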
# ABHD4 inh – ABHD4 (mouse) inhibition, primary FP screen | Q8VD66 | purified mABHD4, FP-Rh probe fluorescence polarization | inhibition, % at 8.92 µM | actives 0.54% (n = 370,000);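 active = inhibition exceeding the mean over every tested compound plus 3 SD, cut at about 30% in these data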;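 also: 0% = plate median of compound wells and 100% = S159A mutant with DMSO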
# Target sequence (Q8VD66 whole entry, looked up): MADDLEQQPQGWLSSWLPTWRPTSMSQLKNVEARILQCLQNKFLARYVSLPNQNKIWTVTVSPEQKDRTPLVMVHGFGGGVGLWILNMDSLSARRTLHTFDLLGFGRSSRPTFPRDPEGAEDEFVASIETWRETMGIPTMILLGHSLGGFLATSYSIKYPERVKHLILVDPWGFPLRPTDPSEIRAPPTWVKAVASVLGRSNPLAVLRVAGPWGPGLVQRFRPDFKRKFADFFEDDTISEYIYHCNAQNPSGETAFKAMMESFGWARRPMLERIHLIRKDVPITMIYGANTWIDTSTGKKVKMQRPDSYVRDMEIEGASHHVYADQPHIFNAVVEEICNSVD
#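 Material: mouse ABHD4 enzyme, wild type; Benchmarks: S159A mutant high control, sample median low control; Buffer or medium: HEPES pH 7.0, NaCl, Pluronic buffer; Signal: fluorescence polarization; Read-out: percent inhibition of probe binding, normalized to plate controls; Timing: pre-incubation 45 min, probe exposure 60 min, at 25 °C; Dosing: 8.92 µM, single dose.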
# UHRF1 binding – blocks human UHRF1 binding to methylated DNA; Q96T88; UHRF1 binding to methylated oligo, TR-FRET; inhibition, % at 4.4 µM; actives 0.75% (n = 370,000); AID 687016; in the data active = inhibition above about 21%;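 also: UHRF1 SRA domain binding a hemimethylated CpG hairpin DNA probe; 0% = median of test compound wells and 100% = reference inhibitor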
# PG9 binder – small molecules binding HIV-1 gp120 antibody PG9. actives 0.43% (n = 360,000). inhibition, % at 6.7 µM. TR-FRET gp120-PG9 antibody binding; in the data active = inhibition above about 8.5%
# TDP2 inh – TDP2 (human) inhibition, absorbance primary screen; O95551; recombinant TDP2, T5PNP hydrolysis, p-nitrophenol absorbance 415 nm; inhibition, % at 12.8 µM; actives 0.34% (n = 370,000); AID 720702;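 active = inhibition above the mean of all tested compounds plus 3 SD, set per campaign, cut at about 25% in these data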;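 also: 0% = DMSO with enzyme and 100% = buffer with substrate but no TDP2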
# Target sequence (O95551 whole entry, looked up): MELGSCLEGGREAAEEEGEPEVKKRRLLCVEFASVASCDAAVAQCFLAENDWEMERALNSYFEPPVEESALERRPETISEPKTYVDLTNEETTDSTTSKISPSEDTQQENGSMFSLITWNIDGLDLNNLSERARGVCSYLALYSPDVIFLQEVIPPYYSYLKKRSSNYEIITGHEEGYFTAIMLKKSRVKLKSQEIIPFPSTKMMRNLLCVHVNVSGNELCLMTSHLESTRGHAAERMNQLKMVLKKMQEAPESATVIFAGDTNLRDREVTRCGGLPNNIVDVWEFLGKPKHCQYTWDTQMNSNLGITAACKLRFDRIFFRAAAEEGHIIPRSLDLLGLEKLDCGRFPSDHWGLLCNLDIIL
#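 Assay system: recombinant human TDP2 / Reagent: T5PNP substrate at 5 mM, a TopII-DNA adduct mimic / Measured by: epi absorbance from released p-nitrophenol / Evaluation: % inhibition relative to enzyme-containing and enzyme-free wells / Control set: enzyme-free and DMSO wells / Replicates: each compound tested once, singlicate / Schedule: enzyme reaction with compound for 2 h at 37 °C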
# DDE Tn7 FP inh – DD(E)-Tn7 binding inhibition, primary FP screen | AID 720508 | inhibition, % at 8.3 µM | P02675 | actives 0.13% (n = 370,000) | FP displacement of FITC-Tn7 peptide from fibrin DD(E); 0% = median of compound wells per plate;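 active = inhibition above the mean of compounds falling within the control limits plus 3 SD of them, cut at about 14% in these data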;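 also: 0% = plate median of compound wells and 100% = 10 µM Aha-Tn7 peptide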
#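 System: human fibrin DD(E); quantity: Fibrin-DD(E) at 2 µM final; also added: fluorescent Tn7 probe at 0.1 µM; compound dosing: single nominal test concentration of 8.3 µM per compound; schedule: 10 min preincubation, 3 h with tracer, room temperature; detection: fluorescence polarization of the labelled Tn7 tracer; repeats: one replicate per compound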
# Numbers without * were called inactive; . = no result given.
molecule	UHRF1 binding	PRMT1 FP inh	ABHD4 inh	DDE Tn7 FP inh	HTRA1 inh	TCR CD3 inh	PG9 binder	LEDGF integ inh	SIAE primary	TDP2 inh
COc1cc(CNCCN2CCOCC2)ccc1OCC(=O)NC(C)(C)C	1	3	-6	-4	2	-7	0.2	2	-4	-2
COC(=O)CSc1cc(C)nc2ccc(OC)cc12	-1	2	-15	-1	3	-8	-3.3	3	-5	-15
COc1ccccc1/C=C(/CC(=O)NCc1ccccc1)c1nc2ccccc2s1	3	3	-9	-1	-44	-10	0.2	0	-5	4
COc1cc(CC(=O)OCC(=O)N2CCCCC2)cc(OC)c1OC	-3	-8	-2	-6	11	5	-1.3	6	10	4
CCc1ccccc1-n1ncc(C(=O)Nc2ccccc2OC)c1C	1	-4	5	2	-9	2	-0.2	-3	-4	4
O=C(O)c1ccccc1Nc1ccc(OC(F)F)cc1	-4	-2	4	-4	-6	4	-0.1	5	4	2
N#Cc1ccc(NC(=O)C2=COCCO2)cc1	0	-3	-5	-1	-8	0	-1.8	1	-5	-3
C=CCC(=O)N1CCC(n2nccc2NC(=O)CCOc2ccccc2)CC1	-1	-2	-2	6	4	-5	-1.1	5	7	1
CCn1c2ccccc2c2cc(NC(=O)CNCc3ccccc3OC)ccc21	6	3	19	1	-5	1	-0.5	-1	2	5
C/C(=N\Nc1nc(N2CCOCC2)nc(N2CCOCC2)n1)c1cccs1	-1	-1	0	-2	1	5	-2.5	1	-2	1
CN1CCN(CCC(=O)N2c3ccccc3Sc3ccc(Cl)cc32)CC1	7	1	5	-13	-6	-7	2.9	4	2	-11
C=CCNC(=O)c1cccn1-c1ccsc1C(=O)OC	-3	-3	3	9	12	8	-0.5	0	1	13
O=C(Cn1c(O)c(/C=C2\C=Nc3ccccc32)sc1=O)N1CCOCC1	-2	1	6	-4	-1	6	-7.2	1	4	-5
CC(=O)Nc1ccc(C(=O)N/C(=C/c2ccccc2)C(=O)N2CCCCC2)cc1	0	-1	3	-1	7	-2	-3.1	-2	3	-6
O=C(COC(=O)CC(c1ccccc1)c1ccccc1)NCc1ccc(Cl)cc1	-2	-5	-14	1	-53	-6	0.7	2	-8	7
Cc1ccc(N(CC(=O)NCc2ccccc2)C(=O)c2csnn2)cc1	5	3	3	-1	-6	-11	2.5	-8	-5	-13
O=C(CNc1ccccc1)N/N=C/c1cc([N+](=O)[O-])ccc1N1CCCC1	-4	5	2	4	0	0	-0.2	1	-11	-1
CC(C)c1[nH]nc2c1C(c1ccccc1)N(Cc1ccccc1)C2=O (centres undefined)	1	-2	3	-4	.	0	-0.3	-3	2	-5
COC(=O)C1=C(C)N(Cc2ccccc2)C(=S)NC1c1cccc(Br)c1 (centres undefined)	-2	2	-16	6	.	0	-0.8	-2	-10	-6
O=C(NCCc1c[nH]c2ccccc12)C1CCC(=O)N(CCc2cccc(F)c2)C1 (centres undefined)	2	5	-10	11	3	-18	0.1	-8	-7	-8
CC(C)Sc1nc(C(F)(F)F)cc(=O)n1-c1ccccc1	4	2	-15	-2	6	-2	0.3	-5	-8	-10
O=S(=O)(Nc1ccccn1)c1ccc(Cl)cc1	-1	-1	2	-2	4	2	-0.3	1	-5	11
C=CCN1C(=O)OC2(CCCCC2)C1(C)O (centres undefined)	0	-1	-7	-1	4	6	-0.5	-1	0	-1
C=CCn1c(O)c(N=Nc2ccccc2[N+](=O)[O-])c2ccccc21	6	2	9	7	10	-3	-2.2	-5	6	-5
COc1cccc(N2CCN(Cc3ccco3)CC2)c1	0	0	8	2	8	-2	0.1	-2	3	16
COc1cc(C)c(S(=O)(=O)N2CCN(C)CC2)cc1C	2	0	5	-5	6	6	0.5	1	-1	-3
O=C(Nc1nc2c(s1)COc1ccccc1-2)c1cccs1	0	3	-3	0	4	9	0.3	-2	-9	-17
COC(=O)C1CCN(C(=O)COC(=O)c2oc3ccccc3c2C)CC1	2	4	-5	8	-3	1	-2.4	-1	-2	3
COc1ccc(C(O)P(=O)(OCC(C)C)c2ccc(N(C)C)cc2)c(OC)c1 (centres undefined)	1	-3	4	-1	-1	3	-0.7	-2	-8	-7
CCN(C[C@H]1N[C@@](Cc2ccccc2)(C(=O)OC)[C@H]2C(=O)N(Cc3ccccc3)C(=O)[C@@H]12)C(=O)c1ccccc1	0	0	7	-5	-2	-2	0.1	-7	2	10
CC(C)[C@H](NC(=O)c1ccccc1Cl)C(=O)Nc1nc(-c2ccccn2)cs1	-4	-4	-8	6	6	3	1.8	4	3	-11
COCCn1c(=NC(=O)c2ccc3c(c2)OCCO3)sc2cc(S(N)(=O)=O)ccc21	-34	2	-6	-2	-7	-9	7.1	2	-1	3
CC(OC(=O)Nc1cccc(Cl)c1)C(=O)OC1CCCCC1 (centres undefined)	-1	1	-6	-5	-28	3	-0.8	-5	-10	-9
CN1CCN(C(=S)NC(=O)/C=C/c2ccccc2)CC1	11	-3	0	1	2	0	-0.4	1	0	-2
O=C1CCC/C=C/C[C@@H](CC(=O)N(CCO)Cc2ccccc2)C(=O)NC[C@H](c2ccccc2)O1	-4	-2	3	1	-1	5	-1.0	-1	3	-2
CC(C)c1ccc(NC(=O)C2Cc3c(-c4ccco4)ccnc3O2)cc1 (centres undefined)	5	21	-13	0	.	-3	-0.8	2	-13	-12
CCCCNC(=O)c1onc(CSc2ccccc2F)c1C(=O)O	-2	3	-4	-2	-3	2	0.6	0	2	13
O=C(NCCc1ccccc1Cl)[C@@H]1CCCN1C(=O)[C@@H](NS(=O)(=O)c1ccc(F)cc1F)C1CCCCC1	1	0	-4	4	.	-3	0.1	3	4	-7
CC(C)C[C@H]1CN([C@@H](Cc2ccccc2)CN2CCC[C@H]2CN2C(=O)C(=O)NC[C@@H]2Cc2ccc(O)cc2)C(=O)C(=O)N1CCc1ccccc1	2	4	1	0	.	-4	-0.2	4	1	-2
CCc1nnc(NS(=O)(=O)c2ccc(N=Cc3c(C)[nH]n(-c4cccc(Cl)c4)c3=O)cc2)s1	-7	2	2	4	-14	3	-1.8	-1	-11	7

# An excerpt of these results, field by field.
C=CCN1C(=O)OC2(CCCCC2)C1(C)O (centres undefined)
  UHRF1 binding = 0
  PRMT1 FP inh = -1
  ABHD4 inh = -7
  DDE Tn7 FP inh = -1
  HTRA1 inh = 4
  TCR CD3 inh = 6
  PG9 binder = -0.5
  LEDGF integ inh = -1
  SIAE primary = 0
  TDP2 inh = -1

C=CCn1c(O)c(N=Nc2ccccc2[N+](=O)[O-])c2ccccc21
  UHRF1 binding = 6
  PRMT1 FP inh = 2
  ABHD4 inh = 9
  DDE Tn7 FP inh = 7
  HTRA1 inh = 10
  TCR CD3 inh = -3
  PG9 binder = -2.2
  LEDGF integ inh = -5
  SIAE primary = 6
  TDP2 inh = -5

# (further entries)
molecule	UHRF1 binding	PRMT1 FP inh	ABHD4 inh	DDE Tn7 FP inh	HTRA1 inh	TCR CD3 inh	PG9 binder	LEDGF integ inh	SIAE primary	TDP2 inh
Cc1ccc(Nc2nc(-c3sc(C)nc3C)cs2)cc1	3	4	18	-8	1	-5	-0.6	-2	6	-9
COC(=O)C[C@@H]1CC[C@@H](NC(=O)C2CCC2)[C@@H](CO)O1	23*	4	-3	-5	.	-9	0.9	7	-2	-8
O=C(COC(=O)c1cc([N+](=O)[O-])ccc1N1CCOCC1)c1ccc(Br)cc1	2	0	-9	9	-23	-2	-1.2	1	2	4
C=CCn1c(SCC(=O)NCC2CCCO2)nnc1-c1ccccc1 (centres undefined)	3	-1	3	-3	3	-1	-2.5	2	5	-8
CCN(CC)CC(=O)Nc1ccc(-c2ccc(NC(=O)CN(CC)CC)c(OC)c2)cc1OC	4	4	-16	6	4	-2	-4.7	-2	-8	-4
C[N+]1(CC(=O)OCCCc2ccccc2)CCCCC1	5	-9	-1	-3	1	8	-0.7	7	-2	11
CC1(C)SC(=Nc2ccccc2)N(S(=O)(=O)c2ccccc2)C1=O	-2	-1	2	2	3	9	-1.8	-2	10	7
Cc1ccc2nc(-c3ccccn3)cc(C(=O)NC3CCN(C)CC3)c2c1	-6	-1	6	2	.	-9	1.0	-3	-3	2
Nc1nc(N2CCN(c3ccccc3)CC2)n[nH]1	-1	0	0	-3	2	5	-2.0	1	11	9
N#C/C(=C\c1ccc(-c2ccccc2[N+](=O)[O-])o1)C(=O)Nc1nc(-c2cccs2)cs1	-2	0	13	3	2	-3	-1.3	3	13	15
CCNc1ccc(C(=O)OCC)cc1NC(=O)c1cc(S(=O)(=O)N2CCOCC2)ccc1C	1	2	5	1	-7	-4	-1.5	4	-4	-3
Cc1cc(N2CCN(C)CC2)nc2ccc(NC(=O)c3ccc4c(c3)OCO4)cc12	0	0	0	2	1	4	-3.9	-2	-1	1
CCCOc1ccccc1NC(=O)CC1Nc2ccccc2NC1=O (centres undefined)	-2	3	-3	1	1	-2	-1.5	-1	-12	1
CCN(CC)C1=CC(=O)OC12CCCCC2	13	-4	-2	-1	-5	2	-0.1	0	5	10
O=C(c1sc2cccc(F)c2c1Cl)N1CCN(c2ncccn2)CC1	26*	2	-8	0	-3	-10	-0.8	-2	4	1
CCN(CC)CCN(C(=O)c1ccc2ccccc2c1)c1nc2ccc(F)cc2s1	3	1	6	-4	-20	2	0.7	-3	2	-13
COc1cccc(NC(=S)NCCC(c2ccccc2)c2ccccc2)c1	-3	-3	-50	1	-53	2	-1.5	-2	-37	-2
CCCCSC1=C(C#N)C(c2ccccc2C)CC(=O)N1 (centres undefined)	0	3	-2	-4	-5	2	0.0	-5	6	-6
O=C(Cn1ncc2c([nH]c3ccccc32)c1=O)NCCc1ccc(Cl)cc1	0	-2	0	3	-12	11	-1.3	0	-43	8
CN(CCOc1ccccc1)C(=O)c1cc(S(=O)(=O)N2CCOCC2)c(Cl)cc1Cl	0	0	1	7	2	-3	-0.4	-4	2	-7
COc1ccc(-n2nnnc2SCC(=O)NCc2ccco2)cc1OC	-1	4	3	-2	0	3	-4.1	-1	9	-1
CCCC(C(=O)OCC)P(=O)(c1ccccc1)c1ccccc1 (centres undefined)	1	-5	0	-10	2	0	-1.7	0	-2	0
Cc1[nH]c2ccccc2c1/C=C/c1nc2ccccc2c(=O)[nH]1	-2	3	19	-2	13	-5	-1.2	-5	10	3
CC(C)(C)NC(=O)C1CC1(c1ccccc1)c1ccccc1 (centres undefined)	-5	-3	-6	3	-3	3	0.5	1	1	9
O=C(OCc1ccc(Br)cc1)c1cccc(-c2nnc(-c3ccccc3)o2)c1	-7	2	-2	-5	4	-2	-0.4	1	-2	12
Cc1ccccc1-n1c(SCC(=O)NC2CCS(=O)(=O)C2)nc2ccccc2c1=O (centres undefined)	-1	-3	0	2	2	7	-0.4	2	3	4
